POLH inh = blocks human DNA polymerase eta activity; 390,000 tested, 1.2% active; Potency, µM (top dose mostly 114 µM), for inactives: at the highest dose activity change, negative = inhibition, most hits filed as inhibitors; recombinant Pol eta, fluorescent DNA replication assay; AID 588591; Q9Y253; active = well fitted inhibition curve with a large enough effect; inconclusive = small, poorly fitted or top-dose-only effect, or another doubt; inactive = no such curve, though single readings can be large or run the other way
Target sequence (Q9Y253 whole entry, looked up): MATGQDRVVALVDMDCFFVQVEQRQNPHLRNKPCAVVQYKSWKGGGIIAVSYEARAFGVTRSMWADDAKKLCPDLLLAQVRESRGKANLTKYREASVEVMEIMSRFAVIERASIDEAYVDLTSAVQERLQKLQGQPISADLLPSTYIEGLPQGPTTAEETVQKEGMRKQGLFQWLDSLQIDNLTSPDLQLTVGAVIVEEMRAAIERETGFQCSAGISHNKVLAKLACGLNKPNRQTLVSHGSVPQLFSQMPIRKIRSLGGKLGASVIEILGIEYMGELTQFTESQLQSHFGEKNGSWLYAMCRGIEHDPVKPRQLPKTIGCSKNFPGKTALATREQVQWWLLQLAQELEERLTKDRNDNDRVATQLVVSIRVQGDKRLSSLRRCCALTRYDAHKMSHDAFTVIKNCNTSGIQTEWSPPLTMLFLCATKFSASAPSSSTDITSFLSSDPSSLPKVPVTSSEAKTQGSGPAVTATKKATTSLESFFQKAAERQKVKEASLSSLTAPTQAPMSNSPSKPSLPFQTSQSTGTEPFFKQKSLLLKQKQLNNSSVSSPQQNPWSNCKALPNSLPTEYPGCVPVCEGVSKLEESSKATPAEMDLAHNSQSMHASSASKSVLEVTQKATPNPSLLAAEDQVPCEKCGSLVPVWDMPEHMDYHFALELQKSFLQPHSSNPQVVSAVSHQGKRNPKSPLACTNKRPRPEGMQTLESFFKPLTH
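Fluorescent replication assay: 50 nM final substrate added after a 15 min room-temperature compound preincubation with 10 nM enzyme. Signal taken at 0 min and again at 10 min.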
Numbers without * were called inactive; u = inconclusive. % is set by controls: 0 for no effect and ±100 for the full control effect; potency is the fitted concentration of half-maximal effect. Some of the compounds tested. The share of hits here may be higher or lower than overall.

Molecule,POLH inh
CCCCN1C(=O)C(CC(=O)NCC2CCCCC2)CC(C(=O)N2CCOCC2)=C1C (stereo unspecified),-3.5%
CC(C)(C)OC(=O)N1CCC(NC(=O)c2[nH]cnc2C(=O)Nc2ccc(Br)cc2F)CC1,-21.0%
O=C1C=C(c2n[nH]nc2-c2ccccc2)C[C@@H](c2ccc(F)cc2)C1,4.8%
C[C@@H]1CN([C@@H](C)CO)C(=O)CCCn2nncc2CO[C@H]1CN(C)C(=O)Nc1cccc2ccccc12,-26.2%
O=C(c1ccco1)N1CCN(C2CN(Cc3ccc([N+](=O)[O-])cc3)S(=O)(=O)C2)CC1 (stereo unspecified),-11.9%
O=C(COC(=O)C1CC(=O)N(Cc2ccccc2)C1)Nc1ccc([N+](=O)[O-])cc1Br (stereo unspecified),-19.0%
Cc1cccc(N2CCN(C(=O)COc3noc4nc(C)cc(C)c34)CC2C)c1 (stereo unspecified),-15.7%
COc1ccc(C)cc1N1CC(C(=O)Nc2cccc(C(=O)NC3CC3)c2)CC1=O (stereo unspecified),3.0%
COc1cc2c(cc1[N+](=O)[O-])-c1ccc([N+](=O)[O-])cc1C2=NO,0.9%
COc1ccc(C(=O)N2C=Cc3ccccc3C2C(N)=O)cc1 (stereo unspecified),-29.3%

Carrying on:
Molecule,POLH inh
CC(NCCCSc1ccccc1)C(O)c1ccc(O)cc1 (stereo unspecified),-6.0%
CCCCCCN1CCN(C2CN(Cc3ccc([N+](=O)[O-])cc3)S(=O)(=O)C2)CC1 (stereo unspecified),-9.9%
CCOC(=O)c1c[nH]n2c(=S)ncnc12,1.4%
CCC1NC(=O)c2cc3ccccc3cc2-n2c1nc1ccc(F)cc1c2=O (stereo unspecified),-11.3%
CCN(CC)S(=O)(=O)c1ccc(SCC(=O)c2c(N)n(C3CC3)c(=O)[nH]c2=O)nc1,3.0%
C[C@H](CO)N1C[C@H](C)[C@@H](CN(C)S(=O)(=O)c2ccc(Oc3ccccc3)cc2)OCc2cnnn2CCCC1=O,-11.7%
O=C1CNc2cc(Cl)ccc2N1,1.4%
CCOC(=O)CCCN(c1[nH]c(C)c(C)c1C#N)S(=O)(=O)c1ccc(C)cc1,-5.5%
COc1ccccc1C(=O)Nc1ccnn1C1CCN(C2CCCCC2)CC1,-5.1%
CC(C)Oc1ccc(S(=O)(=O)N2CCOCC2)cc1NC(=O)c1ccc(Cl)c(S(=O)(=O)N2CCOCC2)c1,-4.1%

(next part)
Molecule,POLH inh
CCOC(=O)C1(C#N)C(=O)CSC1=Nc1ccccc1Cl (stereo unspecified),-2.6%
Cc1ccc(NC(=O)NC(=O)COC(=O)c2ccc(O)cc2O)c(C)c1,-14.1%
Clc1ccc2nc3ccccc3cc2c1,0.7%
Cc1ccc(Cc2c(-c3ccc(C)cc3)nc3c4ccccc4ccn23)cc1,-8.3%
COc1ccc(C(=O)COC(=O)c2cc(=O)c3ccccc3o2)c(OC)c1,3.5%
C[C@H]1CN([C@@H](C)CO)S(=O)(=O)c2ccc(Br)cc2O[C@H]1CN(C)C(=O)Cc1ccccn1,-3.2%
O=C(C1CCCCC1)N1C[C@@H](O)[C@H](n2cc(C3CC3)nn2)C[C@@H]1c1ccc(Cl)cc1,-2.7%
COC(=O)[C@@H](NS(=O)(=O)c1ccc(F)cc1Br)C(C)C,-1.4%
COc1ccccc1CN(C)C[C@@H]1OCc2cnnn2CCCC(=O)N([C@@H](C)CO)C[C@H]1C,-17.0%
Cc1ccc(NC(=O)c2cc(S(=O)(=O)N3CCCCC3)ccc2N2CCOCC2)cc1,-11.5%

Continued:
Molecule,POLH inh
CCCCn1c(N)c(N(CCOC)C(=O)CCS(=O)(=O)c2ccc(C)cc2)c(=O)[nH]c1=O,-0.5%
CSc1ncnc2c1ncn2CCCNCc1ccco1,16.4%
C[C@H](CO)N1C[C@H](C)[C@@H](CN(C)C(=O)NC2CCCCC2)Oc2ncc(Br)cc2C1=O,-7.3%
Cc1cccc(C(=O)Nc2ccc(C(=O)c3ccncc3)cc2)c1,-16.9%
Cc1cc(C)c(N2C(=O)CC(Sc3ccccc3N)C2=O)c(C)c1 (stereo unspecified),-12.3%
CC(Sc1nnc(-c2ccccc2F)n1C)C(=O)Nc1ccc(N2CCOCC2)cc1 (stereo unspecified),3.9%
Cc1cccc(OCc2nnc(SCC(=O)NCc3ccc4c(c3)OCO4)o2)c1,-6.3%
COC1CC(NC(C)=O)C(OC(=O)c2ccccc2)C(CBr)O1 (stereo unspecified),-6.1%
CCCCN1C[C@H](C)[C@@H](CC(=O)NC)C1=O,-8.2%
C[C@H]1CN([C@@H](C)CO)C(=O)c2c(c3ccccc3n2C)-c2ccccc2CO[C@H]1CN(C)C(=O)[C@@H]1CCCN1C,-13.7%

Other results:
Molecule,POLH inh
CC(Nc1ccc(Br)cc1)C(=O)NC(=O)NC1CCCCC1 (stereo unspecified),-18.0%
COC(=O)CN1C(=O)COc2ccc(S(=O)(=O)N3CCCCC3)cc21,-2.0%
CC(C1SC(=S)NC1=O)C1SC(=S)NC1=O (stereo unspecified),5.01µM*
O=C(O)CC(c1ccccc1)c1ccc2c(c1)OCO2 (stereo unspecified),-10.1%
CC1=CC(C)C(=O)N(CCN2CCOCC2)C(C)=C1 (stereo unspecified),-13.2%
COCCNC(=S)N(C)[C@H]1C[C@H]2c3cc(Oc4ccccc4C)ccc3CCN2C(=O)[C@H]1[C@H](C)O,-14.5%
CCC(C)C(CO)NCCCn1cnc2c(SC)ncnc21 (stereo unspecified),-18.0%
Nc1ccc(N2N=C(N3CCCC3)CC2=O)cc1,-21.5%
CCN(c1ccccc1)S(=O)(=O)c1cccc(C(=O)NCC(c2ccc(OC)cc2)N2CCCCC2)c1 (stereo unspecified),-19.5%
CCOc1ccc(-c2nc(CSCC(=O)NC3CCN(Cc4ccccc4)CC3)c(C)o2)cc1,0.1%

(cont.)
Molecule,POLH inh
O=C1NC(Cc2ccc(O)cc2)c2nc3cc(Cl)ccc3c(=O)n2-c2ncccc21 (stereo unspecified),-15.3%
C[C@@H]1CN([C@H](C)CO)C(=O)CCCn2nncc2CO[C@@H]1CN(C)C(=O)c1ccc(N2CCN(C)CC2)cc1,-4.3%
Cc1cc(NC(=O)COc2ccc3c(C)c(C)c(=O)oc3c2)no1,-17.1%
COc1ccc(NC(=O)CN(C)C(=O)c2ccc(S(=O)(=O)N3CCOCC3)cc2)cc1,-3.1%
Cc1nc(C(=O)O)cc([N+](=O)[O-])c1C,-10.2%
CC1CC(=O)Nc2ccccc2N1C(=O)COc1ccccc1C(N)=O (stereo unspecified),1.3%
O=C(OCC(=O)N1CCOCC1)c1cncc(Br)c1,-15.8%
C[C@@H]1CN([C@H](C)CO)C(=O)CCCn2cc(nn2)CO[C@H]1CN(C)C(=O)Nc1ccccc1F,-0.2%
CN(Cc1ccccc1)C(=O)c1[nH]cnc1C(=O)Nc1ccc(Br)cc1F,-14.6%
COc1cccc(OCC(=O)NCCS(=O)(=O)N2CCN(c3ccccc3)CC2)c1,-14.3%

Going on with the list.
Molecule,POLH inh
C=CCNC(=O)CN1C(=O)CSc2ccc(S(=O)(=O)N3CCOCC3)cc21,-5.6%
C[C@H](CO)N1C[C@H](C)[C@@H](CN(C)C(=O)c2cnccn2)Oc2ncc(Br)cc2C1=O,-3.0%
Cc1cccc(CN(C)C[C@H]2OCc3cnnn3CCCC(=O)N([C@H](C)CO)C[C@@H]2C)c1,-20.0%
Cc1cc(C)c(Cn2c(=O)[nH][nH]c2=O)cc1Cn1c(=O)[nH][nH]c1=O,-2.3%
Cc1ccc(S(=O)(=O)N2CCOCC2)cc1NC(=O)COC(=O)C1CCC1,-12.4%
CN(C)c1ccc(/C=C/CNC[C@H]2O[C@@H](n3ccc(N)nc3=O)[C@H](O)[C@@H]2O)cc1,-6.8%
C[C@@H]1CN([C@@H](C)CO)C(=O)CCCn2nncc2CO[C@@H]1CN(C)S(=O)(=O)c1ccc2ccccc2c1,-10.2%
O=C(Nc1ccn(CCCN2CCN(Cc3ccc(F)cc3)CC2)c(=O)n1)OCc1ccccc1,0.1%
CCN(CC)C(=O)C1=C(C)N(CCCN2CCCC2=O)C(=O)C(CC(=O)NC(c2ccccc2)c2ccccc2)C1 (stereo unspecified),-17.6%
C[C@H]1CCCCO[C@H](CN(C)Cc2ccncc2)[C@@H](C)CN([C@@H](C)CO)C(=O)c2cc(NS(=O)(=O)c3ccccc3)ccc2O1,-16.7%

Remaining list, next part
Molecule,POLH inh
CCCn1c(=S)[nH]c2cc(C(=O)N3CCN(c4ccccc4)CC3)ccc2c1=O,-15.9%
CC1(C)CC(=Cc2cc(O)ccc2[N+](=O)[O-])C(=O)c2ccccc21,-18.7%
O=C(Nc1nnc(-c2ccco2)o1)c1ccc(Br)s1,-17.3%
CN(C)CCCn1c2c(c(SCC(=O)Nc3ccc4c(c3)OCCO4)nc1=O)CCCC2,-0.7%
CCCc1cc(C(=O)OCC(=O)NCCc2ccccc2)sc1C,-1.0%
CC1(C)C2CCC(CN)C1C2 (stereo unspecified),-1.3%
Cc1c([N+](=O)[O-])oc2c1C(=O)NCCC2,-2.0%
CC(C)(C)C(=O)Nc1ccc(N2CCN(C(=O)c3cccs3)CC2)cc1,-7.1%
O=C(NCc1ccco1)c1c(Cl)cccc1Cl,5.1%
Cc1noc(C)c1NC(=O)N(C)C[C@@H]1OCc2cnnn2CCCC(=O)N([C@@H](C)CO)C[C@@H]1C,-3.2%

The list goes on:
Molecule,POLH inh
CC1(C)CC(=O)C=C(c2ccc(-c3cnn(Cc4ccccc4)c3)cc2)C1=O,-19.8%
O=C(COC(=O)c1cccc(S(=O)(=O)N2CCCCC2)c1)NCc1cccc(Cl)c1,-7.8%
CCCn1c(C)cc(C(=O)CN2C(=O)NC3(CCCCCC3)C2=O)c1C,-8.5%
C[C@H]1CN([C@@H](C)CO)S(=O)(=O)c2ccc(Br)cc2O[C@H]1CN(C)C(=O)CCN1CCCCC1,-4.4%
COc1ccccc1-c1noc(CCC(=O)Nc2cccnc2)n1,3.7%
O=C(COC(=O)c1cc(=O)c2ccccc2o1)NCc1ccc(Cl)cc1,-0.5%
CCc1nnc(NC(=O)c2ccc3c(=O)n4c(nc3c2)CCC4)s1,-8.7%
COc1cccc(/C=C/C(=O)OCC(=O)NC2CCCC2)c1,-1.7%
COc1ccc(CNC(=O)O[C@H]2Cn3c(=O)ccc(=O)n3[C@@H]3CN(S(=O)(=O)c4ccc(C)cc4)C[C@]23O)cc1OC,-7.2%
COc1ccc(NC(=O)N(C)C[C@H]2OCCCC[C@H](C)Oc3ccc(NC(=O)Nc4ccc5c(c4)OCO5)cc3C(=O)N([C@@H](C)CO)C[C@@H]2C)cc1,-10.5%

Structural class, those above containing a furan ring, fused or not (five)
Molecule,POLH inh
O=C(c1ccco1)N1CCN(C2CN(Cc3ccc([N+](=O)[O-])cc3)S(=O)(=O)C2)CC1 (stereo unspecified),-11.9%
CSc1ncnc2c1ncn2CCCNCc1ccco1,16.4%
O=C(Nc1nnc(-c2ccco2)o1)c1ccc(Br)s1,-17.3%
Cc1c([N+](=O)[O-])oc2c1C(=O)NCCC2,-2.0%
O=C(NCc1ccco1)c1c(Cl)cccc1Cl,5.1%

(more compounds)
Molecule,POLH inh
Cc1ccc(S(=O)(=O)N2C[C@H]3n4c(=O)ccc(=O)n4C[C@H](OC(=O)NCC4CCCCC4)[C@@]3(O)C2)cc1,-14.0%
CCOC(=O)c1c(C)oc(=O)c(CC)c1O,-9.5%
COc1ccc([C@H]2C[C@H](n3cc(COC(=O)c4ccccc4)nn3)[C@@H](O)CN2Cc2cccs2)cc1,-25.1%
C=CCn1c(SCC(=O)Nc2cc(C)on2)nc2ccccc21,-11.5%
CC1CCCCC1=NNC(=O)c1ccccc1 (stereo unspecified),-6.0%
N#Cc1ccccc1COC(=O)c1cc(S(=O)(=O)N2CCOCC2)ccc1F,-19.4%
CN(C)CCCN1c2ccc(O)cc2Sc2ccc(Cl)cc21,-11.5%
CCOc1ccc(Nc2ccc(S(=O)(=O)N3CCOCC3)cc2[N+](=O)[O-])cc1,-8.7%
CC1(c2cccc(Br)c2)NC(=O)N(CC(=O)NCCC2=CCCCC2)C1=O (stereo unspecified),u
C[C@@H]1CN([C@@H](C)CO)C(=O)c2cc(N(C)C)ccc2O[C@@H](C)CCCCO[C@@H]1CN(C)Cc1ccc2c(c1)OCO2,-3.1%

Next part:
Molecule,POLH inh
COc1ccc(NC(=O)COC(=O)c2ccc(S(=O)(=O)N3CCCCC3)cc2)c(OC)c1,0.7%
O=C(NCc1cccnc1)C1C2C=CC(C2)C1C(=O)Nc1cccc(C(F)(F)F)c1 (stereo unspecified),-17.7%
Cc1nc(N2CCN(S(=O)(=O)c3cccs3)CC2)c2c(-c3ccccc3)c(C)sc2n1,-6.7%
CCN(CC)c1ccc(C(=O)NNC(=O)C2CCN(c3ncnc4sc(C)c(C)c34)CC2)cc1,-20.9%
Cc1ccc(S(=O)(=O)NC[C@H]2O[C@@H](n3ccc(N)nc3=O)[C@H](O)[C@@H]2O)s1,-9.1%
CCCc1cc(CN(C)C(=O)c2ccc(OC3CCN(C(C)=O)CC3)c(OC)c2)[nH]n1,-4.9%
O=C(OCc1ccc(Br)cc1)c1cc([N+](=O)[O-])ccc1N1CCOCC1,-22.5%
COc1ccc(OC)c(CN2CCN(Cc3ccc(OC)c(OC)c3OC)CC2)c1,-4.3%
COCCCNC1=C(C#N)C(=O)NC2(CCCC2)S1,-4.7%
Cc1ccc(S(=O)(=O)CCC(=O)OCCOc2ccc(Br)cc2)cc1,-8.8%

Source: PubChem (National Center for Advancing Translational Sciences (NCATS))
